KDM5B inhibitor – blocks human KDM5B histone demethylase activity; Q9UGL1; KDM5B demethylase, FDH-coupled NADH fluorescence (FDH is formaldehyde dehydrogenase); Potency, µM (series often up to 57.7 µM), without a hit: at the highest dose activity change, negative = inhibition, usual class: inhibitors; 2.6% of 220,000 active; AID 1347165; active means well fitted inhibition curve with a large enough effect; inconclusive means small, poorly fitted or top-dose-only effect; inactive means no such curve, though single readings can be large or run the other way; further: 0% is about no effect; nearly all actives have a fitted effect of over 70% in size
Target sequence (Q9UGL1 whole entry, looked up): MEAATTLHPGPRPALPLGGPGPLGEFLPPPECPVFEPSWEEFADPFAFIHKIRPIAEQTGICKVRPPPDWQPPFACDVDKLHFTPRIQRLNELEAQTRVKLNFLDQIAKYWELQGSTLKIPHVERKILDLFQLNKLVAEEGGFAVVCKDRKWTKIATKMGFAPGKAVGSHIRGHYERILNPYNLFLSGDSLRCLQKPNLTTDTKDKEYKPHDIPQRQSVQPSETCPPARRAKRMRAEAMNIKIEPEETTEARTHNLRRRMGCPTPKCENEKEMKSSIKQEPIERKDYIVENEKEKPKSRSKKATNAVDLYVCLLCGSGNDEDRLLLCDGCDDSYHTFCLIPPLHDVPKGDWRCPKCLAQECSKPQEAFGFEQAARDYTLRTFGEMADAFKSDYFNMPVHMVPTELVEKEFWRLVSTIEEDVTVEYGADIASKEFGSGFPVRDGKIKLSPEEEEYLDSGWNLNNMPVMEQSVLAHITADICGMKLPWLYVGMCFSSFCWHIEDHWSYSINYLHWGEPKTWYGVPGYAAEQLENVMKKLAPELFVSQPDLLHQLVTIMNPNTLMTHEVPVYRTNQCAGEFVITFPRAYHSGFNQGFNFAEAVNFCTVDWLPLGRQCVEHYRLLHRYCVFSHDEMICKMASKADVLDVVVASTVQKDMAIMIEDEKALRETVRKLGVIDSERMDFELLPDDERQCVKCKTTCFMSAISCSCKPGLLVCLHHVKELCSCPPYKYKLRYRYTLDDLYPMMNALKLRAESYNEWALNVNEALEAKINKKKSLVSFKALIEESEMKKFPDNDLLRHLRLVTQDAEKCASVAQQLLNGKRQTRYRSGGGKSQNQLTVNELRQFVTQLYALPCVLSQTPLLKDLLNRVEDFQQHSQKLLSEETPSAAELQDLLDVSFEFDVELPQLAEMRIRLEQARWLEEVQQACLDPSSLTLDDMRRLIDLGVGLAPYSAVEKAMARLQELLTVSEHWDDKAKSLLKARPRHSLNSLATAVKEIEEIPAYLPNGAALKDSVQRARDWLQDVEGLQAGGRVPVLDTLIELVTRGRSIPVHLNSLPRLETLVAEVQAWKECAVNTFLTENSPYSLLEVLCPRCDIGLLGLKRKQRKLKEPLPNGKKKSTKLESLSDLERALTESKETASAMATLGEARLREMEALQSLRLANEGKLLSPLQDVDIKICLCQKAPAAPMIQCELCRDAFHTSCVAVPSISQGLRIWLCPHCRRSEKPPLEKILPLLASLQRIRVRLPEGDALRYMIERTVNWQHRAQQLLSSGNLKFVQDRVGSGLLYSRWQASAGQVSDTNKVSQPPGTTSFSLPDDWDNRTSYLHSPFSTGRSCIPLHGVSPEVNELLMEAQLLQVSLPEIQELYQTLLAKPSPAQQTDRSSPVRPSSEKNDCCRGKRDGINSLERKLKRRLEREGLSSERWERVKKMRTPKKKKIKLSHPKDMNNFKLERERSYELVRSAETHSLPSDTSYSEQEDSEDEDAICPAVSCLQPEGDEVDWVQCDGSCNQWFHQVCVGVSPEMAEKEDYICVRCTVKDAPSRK
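Here, H3K4me3 peptide (12.5 µM in substrate mix) is demethylated by KDM5BΔAP, 200 nM final, after 10 min compound exposure. Formaldehyde product is coupled through FDH (0.25 U/mL in mix) to NADH fluorescence; 30-min ΔRFU feeds dose-response curves.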
Starred values were filed as active, the others as inactive; i = inactive; ? = inconclusive; & = joins results of further samples; [ ] = remark or other dose. Potency means the concentration at half of the fitted maximal effect. Some of the compounds tested, so the mix of outcomes need not match the whole.

no.	compound	KDM5B inhibitor
1	COCCC(=O)N[C@@H]1CN(S(C)(=O)=O)C[C@H]1CN(C)C	-1%
2	CC(C)(C)C(=O)N1N=C(c2ccsc2)CC1c1ccc2nccnc2c1 (stereo unspecified)	2%
3	CC1(C)C(=O)N(Cc2ccccc2)[C@H]2CN(CC3CCOC3)C[C@H]2[S+]1(=O)[O-] (stereo partly specified)	11%[86.2 µM]
4	COc1cc(CNC(=O)c2ccc3cn[nH]c3c2)cc(OC)c1OC	13%
5	COc1cccc(C2/C(=C(/O)c3ccccc3)C(=O)C(=O)N2Cc2ccco2)c1 (stereo unspecified)	?
6	Cc1nc(C(=O)N2CCCC(CCc3cccc(C(F)(F)F)c3)C2)c(C)o1 (stereo unspecified)	10%
7	CCCc1noc(-c2cccn3c(CNC(=O)Cc4c[nH]c5ccccc45)nnc23)n1	20µM*
8	O=C(c1cnccn1)N1CCCCCCn2c(nnc2-c2ccc(F)cc2)CC1	-1%
9	Cc1ccc2c(c1)-c1ncc(C(=O)c3ccccc3O)cc1CO2	-27%
10	N#Cc1ccc(C(=O)NCCc2ccco2)cc1	0%
11	Cc1cnc(C)c(N2CCN(C(=O)[C@H]3CC[C@@H](N)C3)CC2)n1	22µM*
12	COCCN1CCOc2nc(-c3ccc(F)c(Cl)c3)ncc2C1=O	-20%[86.2 µM]
13	CC(C)CC(=O)Nc1ccc2nc(SCC(=O)N3CCc4ccccc43)sc2c1	-59%
14	CC(Oc1cccc(Cl)c1)C(=O)N1CCc2ccccc21 (stereo unspecified)	10%
15	COc1ccc([C@H]2C[C@@H](O)[C@@H](O)[C@@H]2NS(=O)(=O)c2ccc(Cl)cc2)cc1	8%[86.2 µM]
16	CC(C)CNC(=O)c1cc2n(n1)CC(c1ccc3c(c1)OCO3)OC2 (stereo unspecified)	?
17	Cc1c(CNCCCc2ccccc2)c(C(=O)O)c(C)n1Cc1ccc(Cl)cc1	-17%
18	Cc1ccc2c(c1)c1c(c(=O)n(-c3ccccc3)c(=O)n1CC(=O)c1ccc(Cl)cc1)n2C	-26%
19	Cn1ccnc1SCC(=O)NC1(C#N)CCCCCC1	21%
20	COc1ccc(C2(CNC(=O)C(=O)Nc3ccc(F)cc3)CCCC2)cc1OC	-6%
21	COc1ccc(C(=O)NCCn2c(C)cnc2-c2ccncc2)cc1	-15%
22	Cn1nc(C(F)(F)F)cc1C(=O)O	13%
23	COc1cc(C(=O)N2CCN(C(=O)COc3cccc(C)c3)CC2)cc(OC)c1OC	-22%
24	COCC(=O)N(C1CCOCC1)C1CCN(C(=O)c2ccc(OC)cc2C)CC1	-3%
25	CC1CCCC(C)N1C(=O)CSc1nc2cc(Cl)ccc2s1 (stereo unspecified)	-2%
26	O=C(COc1ccccc1)Nc1ccc(C(=O)N2CCCC2)cc1	-5%
27	COc1cc(C(=O)Nc2cccc(O)c2)c2ccccc2n1	15%
28	CC(=O)N1CCC(C(=O)N(C)CC2(C)CCOCC2)CC1	-14%
29	COc1cccc(CNC(=O)c2sc3nc4n(c(=O)c3c2C)CCC4)c1	-22%
30	O=C(c1nc2c(o1)CCN(Cc1cccc(Cl)c1)CC2)N1CCOCC1	-27%[86.2 µM]
31	CCOc1ccc(C(=O)Nc2sc(C)c(CC)c2C#N)cc1	?
32	O=C1CCCN1c1cccc(-c2csc(-c3cccnc3)n2)c1	19%
33	COc1ccc(CNC(=O)N(C)CCOc2ccccc2C)cc1OC	-4%
34	O=C1NCCCCCN(C(=O)c2ccoc2)[C@H]2CCCC[C@@H]12	-1%
35	Cc1nc2c(c(-c3ccc(O)cc3)n1)CN(Cc1ccsc1)CC2	?
36	COC(=O)c1ccc(C)c(NC(=O)CN2c3ccc(C(C)C)cc3-c3ccccc3S2(=O)=O)c1	13%
37	O=C(N[C@H]1C[C@H]2C(=O)Nc3ccccc3C(=O)N2C1)c1ccccc1	11%[86.2 µM]
38	CCN(C)C(=O)CCc1c(C)nn(-c2ccccc2)c1Oc1ccccc1F	14µM*
39	CCCOc1ccccc1NC(=O)Cc1nn(C)c(=O)c2ccccc12	14%
40	Cc1cccc(S(=O)(=O)c2cn(Cc3ccccc3)c3cc(N4CCCC(C)C4)c(F)cc3c2=O)c1 (stereo unspecified)	-18%
41	Cc1cncc(C(=O)N[C@@H]2CN(Cc3ccccc3)C[C@H]2CN(C)C)c1	-11%
42	CCOC(=O)c1ccc(NC(=O)C2CCCN(c3ncnc4onc(C)c34)C2)cc1 (stereo unspecified)	-8%
43	CN(CC(=O)NC(=O)NC1CCCC1)Cc1ccc(C(F)(F)F)cc1	-23%
44	Cc1ccc(C)c(-n2nc(C)cc2NC(=O)CN(C)Cc2ccccc2)c1	13%
45	Cc1nc([C@H]2CCN(Cc3ccc(C)o3)C[C@H]2NC(=O)C2CCOCC2)n[nH]1	-1%
46	Cc1ccccc1Cn1c(=O)n(CCc2ccccc2)c(=O)c2sc3ccccc3c21	-18%
47	O=C(NC1CC1)c1ccc2c(c1)C1(CCN(CC3CC3)C1)CN2Cc1ccccc1 (stereo unspecified)	32µM*
48	COCc1nc(C2CC(NC(=O)c3nnc4nc(C)ccn34)C2)cc(=O)[nH]1 (stereo unspecified)	16%
49	CC(=O)Nc1ccc(NC(=O)CSc2ccc3nnc(-c4ccccn4)n3n2)cc1	26%
50	Cn1nnnc1NCc1ccc(-c2ccc(Br)cc2)o1	?

Next entries
no.	compound	KDM5B inhibitor
51	Cc1cccc(Cn2c(=O)n(CC3CCC(C(=O)N4CCC(C)CC4)CC3)c(=O)c3sccc32)c1 (stereo unspecified)	8%
52	COC(=O)c1cnc(Oc2ccc(NC(=O)NC(=O)c3c(F)cccc3Cl)cc2)cc1C(F)(F)F	?
53	Cc1cc(-c2csc3ncnc(N4CCN(C)CC4)c23)cc(C)c1C	0%
54	CN(CC(=O)Nc1ccccc1OC(F)(F)F)S(=O)(=O)c1ccc2ccccc2c1	-1%
55	COc1ccc(S(=O)(=O)N2CCN(c3ccccc3)CC2)cc1-c1noc(C(C)(C)C)n1	10%
56	COc1cccc(C(=O)N2CC(=O)N(c3ccc(C)cc3)CC2C)c1OC (stereo unspecified)	2%
57	O=C(N[C@@H]1CN(C(=O)Cn2c(=O)oc3ccccc32)CC[C@@H]1CO)c1ccccc1	-16%
58	COCCOC1CCNCC1	-2%
59	CCc1nc2c(c(-c3ccc(OC)cc3)n1)CCN(C(=O)c1ccccc1F)CC2	-12%[115 µM]
60	Cc1ccc2oc(-c3ccccc3F)cc(=O)c2c1	-22%
61	Cc1noc(CN2CCN(c3cccc(F)c3C#N)CC2)n1	-1%
62	Cc1nc(N2CCS(=O)CC2)c2c(-c3ccccc3)csc2n1	16%
63	COc1ccc(F)cc1-c1ccc(C(=O)O)cc1	100µM*
64	Cc1ccc(/C=C/c2onc(C)c2S(=O)(=O)N2CCC(C(=O)N3CCN(c4cccc(C)c4)C(C)C3)CC2)cc1 (stereo unspecified)	?
65	Cc1ccccc1N1CCN(C(=O)c2noc(-c3ccc[nH]c3=O)n2)CC1	28µM*
66	Cc1cc(C)cc(C(=O)NC23CC4CC(CC(C4)C2)C3)c1	31%
67	Cc1ccc(N(C)S(=O)(=O)c2ccc(-c3coc(C)n3)cc2)cc1	-19%
68	Cc1ccc(C(=O)N2CCC(Oc3ncccc3C(=O)N3CCCCC3)C2)cc1F (stereo unspecified)	-2%
69	CCOc1ccccc1NC(=O)Cc1coc2c(C)c(C)ccc12	-4%
70	CC(C#N)(NC(=O)CSc1ccccn1)C1CC1 (stereo unspecified)	-7%
71	COc1cc(F)ccc1NC(=O)c1ccc2ccccc2n1	15%
72	COc1cc(NC(=O)Cn2c(=O)n(-c3ccccc3)c(=O)c3c4c(sc32)CCCC4)cc(OC)c1	-8%
73	O=C(NCC1CC1)c1cn(C2CN(C(=O)NCC3CCCO3)C2)nn1 (stereo unspecified)	31%
74	CCOC(=O)CSc1nc2cc3c(cc2c(=O)n1CCCCCC(=O)NCc1ccc2c(c1)OCO2)OCO3	-29%
75	Cc1ccc(C(CC(=O)N2CCCCC2)c2cn(C)c3ccccc23)cc1 (stereo unspecified)	?
76	Fc1cccc(Nc2nc(NCc3ccco3)nc3c2cnn3-c2ccccc2)c1	?
77	Cc1ccc(C)c(N(C)S(=O)(=O)c2ccc3oc(=O)ccc3c2)c1	17%
78	COc1ccc(NC(=O)CCc2ncc(-c3ccccc3F)o2)cc1Cl	20%
79	CC1=C(C(=O)Nc2ccccc2)C(c2ccc(F)cc2)N2C(=O)CSC2=N1 (stereo unspecified)	0%
80	CCOCCc1nn2c(=O)cc(COC(=O)c3cccc(C)c3)nc2s1	0%

Given field by field: part of the list above.
79) CC1=C(C(=O)Nc2ccccc2)C(c2ccc(F)cc2)N2C(=O)CSC2=N1 (stereo unspecified)
  KDM5B inhibitor: 0%
76) Fc1cccc(Nc2nc(NCc3ccco3)nc3c2cnn3-c2ccccc2)c1
  KDM5B inhibitor: ?
80) CCOCCc1nn2c(=O)cc(COC(=O)c3cccc(C)c3)nc2s1
  KDM5B inhibitor: 0%
72) COc1cc(NC(=O)Cn2c(=O)n(-c3ccccc3)c(=O)c3c4c(sc32)CCCC4)cc(OC)c1
  KDM5B inhibitor: -8%

Grouped by structure: those above with a COOH group.
no.	compound	KDM5B inhibitor
17	Cc1c(CNCCCc2ccccc2)c(C(=O)O)c(C)n1Cc1ccc(Cl)cc1	-17%
22	Cn1nc(C(F)(F)F)cc1C(=O)O	13%
63	COc1ccc(F)cc1-c1ccc(C(=O)O)cc1	100µM*

(listing goes on)
no.	compound	KDM5B inhibitor
81	CC1(c2cccnc2)N(Cc2ccccc2)C(=O)OC12CCN(C(=O)COc1ccccc1)CC2 (stereo unspecified)	-7%
82	CCC(=O)Nc1c(-c2cc(=O)oc3ccc(Cl)cc23)oc2ccccc12	1%
83	COc1cccc(CC2(CO)CCCNC2)c1 (stereo unspecified)	0%
84	CCCNC(=O)c1nnn2cc(C)[nH]c(=O)c12	-9%
85	CCc1ccc(S(=O)(=O)N2CCC(Oc3ncccc3C(=O)N(C)C)C2)cc1 (stereo unspecified)	2%
86	CNc1oc(-c2ccco2)nc1S(=O)(=O)c1ccccc1	-5%
87	Cc1c(Cl)cccc1N(CC(=O)Nc1c(C)n(C)n(-c2ccccc2)c1=O)S(C)(=O)=O	22%
88	Cc1c(CC(=O)NCc2ccco2)c(=O)oc2cc(O)ccc12	i
89	O=C(CSc1nc2cc(Cl)ccc2s1)Nc1ccc(F)cc1	11%
90	O=C(COc1ccccc1)NC[C@H]1COCc2nc3cc(F)ccc3n21	16%[86.2 µM]
91	CC(C)C(NC(=O)C(NC(=O)C1O[C@@H]2OC(C)(C)O[C@@H]2[C@H]2OC(C)(C)O[C@@H]12)C(C)C)C(=O)O (stereo partly specified)	10%
92	F[C@@H]1CN(Cc2cnc3ccccc3c2)C[C@@H]1OCc1nc2ccccc2[nH]1	-3%[86.2 µM]
93	COc1cc(NC(=O)c2cccc(Cl)c2)ccc1NC(=O)c1cc2ccccc2o1	-4%
94	CC(NC(=O)C12CC3CC(CC(Cl)(C3)C1)C2)c1ccc(Cl)cc1 (stereo unspecified)	14%
95	Cc1n[nH]c(C)c1C(N)C(=O)N1CCCN(CCCN2CCCC2)CC1 (stereo unspecified)	?
96	Cc1ccccc1CN1CCCN(CC(=O)Nc2ccc(F)cc2)S1(=O)=O	-4%
97	Cc1cc(Cl)ccc1OCCCc1n[nH]c(=S)n1Cc1ccco1	?
98	Cn1c(=O)c2c(nc(NCc3ccccc3)n2Cc2cccc(Br)c2)n(C)c1=O	6%
99	O=C1NCC2(CCN(Cc3ccc(F)cc3)CC2)Oc2ccccc21	21%[149 µM]
100	O=C(COc1ccccc1F)OCc1cc(=O)n2nc(C3CCCCC3)sc2n1	15%&-12%
101	O=C(Nc1ccc(Br)cc1F)C1CC(=O)N(C2CCCCC2)C1 (stereo unspecified)	2%
102	O=C(/C=C/Sc1ccccc1)Nc1ccccc1	14%
103	CCCNC(=O)c1ccccc1-c1ncc(-c2ccccc2)o1	?
104	CCOC(=O)C1(Cc2ccccc2C)CCCNC1 (stereo unspecified)	2%
105	Cc1cccc(Cn2c(=O)n(CCCCC(=O)NCc3ccc4c(c3)OCO4)c(=O)c3ccccc32)c1	-22%
106	Cc1cc(SC(C)C(=O)NC(=O)NC2CC2)nc2c(C)cccc12 (stereo unspecified)	-13%
107	COc1ccc(C(=O)N(CCCN(C)C)c2nc3ccc(Cl)cc3s2)cc1OC	11%
108	Cc1ccc(S(=O)(=O)N2CCN(C(=O)N(C)C)C2C(C)C)cc1 (stereo unspecified)	7%
109	Cc1cccc(-c2ccccc2C(=O)N2CCC3(CCCN(C)C3=O)C2)c1 (stereo unspecified)	10%
110	CCCOc1ccc(-c2nc3ccc(Br)cc3c(=O)o2)cc1	-18%
111	COc1ccc(CNC(=O)c2oc3c(c2C)-c2nn(Cc4ccccc4Cl)cc2CC3)cc1	?
112	CCOc1ccc(OCCC(=O)OC(C)C(=O)Nc2ccc(C(C)=O)cc2)cc1 (stereo unspecified)	24%
113	COc1ccc(/C=C2\Oc3cc(OS(C)(=O)=O)ccc3C2=O)cc1OC	5%
114	Cn1ncc(N2CCC(C(=O)NCC3CCN(Cc4cccc(F)c4)CC3)C2)cc1=O (stereo unspecified)	-16%
115	COc1ccc(Cl)cc1N(C)C(=O)c1cc2c(=O)oc3ccc(C)cc3c2s1	?
